High-throughput results as filed in PubChem.
RAD54 inh: inhibitors of human RAD54 branch migration, primary screen, biochemical, fluorescence, single point. RAD54 Holliday junction branch migration, FAM/BHQ fluorescence. inhibition, % at 10.4 µM. actives 0.14% (n = 360,000);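 active means mean normalized replicate activity at least 40 and at least half of replicates scoring 40 or more; inconclusive means only one of the two criteria met; inactive means mean below 40 and under half of replicates reaching 40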;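 further: 0% = median of neutral control wells and 100% = median of positive control wells; inhibitors cause a drop in the FAM fluorescence signal; in these data hits start at about 50%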
Target sequence (Q92698 whole entry, looked up): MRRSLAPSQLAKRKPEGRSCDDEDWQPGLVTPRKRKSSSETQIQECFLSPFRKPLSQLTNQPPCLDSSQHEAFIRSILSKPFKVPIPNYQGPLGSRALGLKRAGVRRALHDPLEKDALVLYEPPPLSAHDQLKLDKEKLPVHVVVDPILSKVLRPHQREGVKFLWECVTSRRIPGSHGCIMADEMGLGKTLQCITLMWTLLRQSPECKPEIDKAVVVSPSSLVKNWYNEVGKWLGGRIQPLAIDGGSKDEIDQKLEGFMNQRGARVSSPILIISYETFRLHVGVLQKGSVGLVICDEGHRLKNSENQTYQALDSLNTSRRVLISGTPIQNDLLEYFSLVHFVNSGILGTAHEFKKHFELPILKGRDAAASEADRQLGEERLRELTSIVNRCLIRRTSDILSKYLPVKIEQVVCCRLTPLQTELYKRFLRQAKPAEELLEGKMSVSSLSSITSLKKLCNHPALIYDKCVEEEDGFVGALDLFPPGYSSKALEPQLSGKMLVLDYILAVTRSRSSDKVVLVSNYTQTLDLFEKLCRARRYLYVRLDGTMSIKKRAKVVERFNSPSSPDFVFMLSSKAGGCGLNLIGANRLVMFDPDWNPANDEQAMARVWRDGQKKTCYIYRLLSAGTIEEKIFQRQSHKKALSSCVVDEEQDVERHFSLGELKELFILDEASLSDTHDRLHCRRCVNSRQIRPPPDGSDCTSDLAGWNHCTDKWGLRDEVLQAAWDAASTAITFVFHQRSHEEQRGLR
CFTR F508del cor: F508del CFTR correction, initial screen, CFBE line, single point; CFBE cells, YFP halide quenching; stimulated with forskolin plus potentiator P3; % fluorescence drop versus neutral controls; activity (quench increase), % at 7.58 µM; actives 0.36% (n = 350,000); AID 720511, 2013;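 active means mean added fluorescence quench of at least 8% versus neutral control, with both replicates also reaching 8%; inconclusive means only one of the mean or replicate conditions met; inactive means mean below 8% and not both replicates reaching 8%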;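 further: cells transiently co-express mutant CFTR-F508del with the halide-sensitive YFP; corrector assay measuring rescue of mutant channel to the surface after 24 h compound exposure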
GSIS activator: GLuc luminescence reporter in INS-1E cells, primary screen for activators of glucose-dependent secretion of insulin; INS-1E GLuc reporter insulin secretion, 2-3 h; activation, % at 16.6 µM; actives 0.61% (n = 370,000);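 active means lowest replicate activation of at least 40%, so every replicate reaches that level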;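 further: 0% = median of neutral control wells and 100% = median of IBMX positive control wells; some compounds called inactive have numbers as strong as hits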
ARNT-TACC3 inh: disruptors of ARNT/TACC3 protein interaction, primary screen, biochemical, AlphaScreen, single concentration; actives 0.66% (n = 390,000); Transforming acidic coiled-coil-containing protein 3 (Homo sapiens), Q9Y6A5; AlphaScreen His-ARNT PAS-B/GST-TACC3 binding, luminescence; TACC3 fragment carries E629A point mutation; AID 623870, 2012; inhibition, % at 9.99 µM;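 active means mean inhibition of replicates at least 50% and at least half of replicates each reaching 50%; inconclusive means half or more replicates reach 50% but mean below 50%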;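 further: 0% = complete ARNT plus TACC3 wells and 100% = ARNT alone without TACC3; many hits fall short of the cut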
esBAF inh: Bmi1 luciferase reporter increase in mESCs, primary screen, esBAF inhibitor project, mouse ES cells, Bmi1 luciferase knock-in, single point. 24 h; 100% = twice the neutral-well signal. reporter increase, % at 12.5 µM. actives 2% (n = 350,000); in the data active means activation above about 40%; inconclusive means no clear call, values can overlap the other calls;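 further: 0% = median of the plate's neutral control wells and 100% = double that signal; a rise in the Bmi1 reporter signal indicates esBAF inhibition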
ERAP1 inh: human ERAP1 aminopeptidase inhibitors, primary screen, biochemical, single point, plate reader; Endoplasmic reticulum aminopeptidase 1 (Homo sapiens), Q9NZ08; recombinant ERAP1, Leu-AMC fluorescence, 60 min; inhibition, % at 10.7 µM; actives 0.15% (n = 340,000);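 active means mean replicate inhibition of at least 30%, or all replicates individually reaching that 30% level; inactive means mean below 30% and not every replicate reaching it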;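 further: 0% = neutral control wells and 100% = L-leucinethiol positive control wells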
RAD52 anneal inh: RAD52 DNA annealing inhibitors, primary screen, biochemical, FRET, single point, set 2; inhibition, % at 18.7 µM; DNA repair protein RAD52 homolog (Homo sapiens), P43351; actives 0.46% (n = 360,000); recombinant RAD52 DNA annealing, FRET fluorescence;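 active means every replicate showing at least 50% inhibition; inconclusive means mean inhibition at least 50% but not in every replicate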
Xi reactivation: activators of inactive X chromosome reactivation, primary screen, imaging, XiGFP fibroblasts, GFP high-content imaging, set 2; XiGFP mouse fibroblasts, % GFP-positive cells imaging, 3 d; cells co-treated with 5-aza-dC sensitizer; scaled so ellipticine positive control = 100%; activation, % at 7.58 µM; actives 0.055% (n = 360,000); AID 743238, 2013;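 active means mean normalized replicate activation at least 10% and every replicate at or above 10%; inconclusive means only one of the two criteria met; inactive means mean below 10% and not all replicates reach 10%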;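 further: 0% = median of on-plate neutral control wells and 100% = ellipticine 6 µM median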
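material = 68-5-11 XiGFP fibroblast line | medium = DMEM plus 5-aza-dC sensitizer | schedule = 3 days compound exposure | benchmarks = positive control ellipticine, 6 µM final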
The depositor's hits bear a star; & = joins results of further samples. The order is random; any-hit rate near 3.3%.

What do the screens show for `Cc1[nH]c2ccccc2c(=O)c1CN1CCCCCC1`?
RAD54 inh: -21.6; CFTR F508del cor: 4.2; GSIS activator: 7.9; ARNT-TACC3 inh: 20.3; esBAF inh: 7.8; ERAP1 inh: 2.1; RAD52 anneal inh: 6.4; Xi reactivation: 0.2

What do the screens show for `O=c1c2c3c(sc2nc2n1CCCC2)CCC3`?
RAD54 inh: -1.1; GSIS activator: 28.1; ARNT-TACC3 inh: 3.4; esBAF inh: 2.7

Results for COc1ccc(CNS(=O)(=O)c2cc(CN3C(=O)c4cccnc4C3=O)ccc2OC)cc1 ?
RAD54 inh: 2.1; CFTR F508del cor: -1.6; GSIS activator: 18.0; ARNT-TACC3 inh: 18.4; esBAF inh: 0.8; ERAP1 inh: -3.0; RAD52 anneal inh: -9.1; Xi reactivation: 0.1

Results for COc1ccc(N2CCOCC2)c(NC(=O)c2cc3ccccc3o2)c1 ?
RAD54 inh: 4.0; CFTR F508del cor: -2.1; GSIS activator: 10.8; ARNT-TACC3 inh: -9.0; esBAF inh: -11.1; ERAP1 inh: 3.1; RAD52 anneal inh: -2.3; Xi reactivation: 0.5

What do the screens show for `Cc1cc2oc(=O)cc(CN3CCOCC3)c2cc1Cl`?
RAD54 inh: -1.0; CFTR F508del cor: -3.6; GSIS activator: 13.6; ARNT-TACC3 inh: 9.2; esBAF inh: -6.2; ERAP1 inh: 4.0; RAD52 anneal inh: -4.4; Xi reactivation: 0.2

How did CCN1C(=O)CCN(C2CCCC2)c2nc(Nc3ccc(C(=O)NC4CCN(C)CC4)cc3OC)ncc21 do in these assays?
RAD54 inh: inconclusive; CFTR F508del cor: -0.5; GSIS activator: -0.8; ARNT-TACC3 inh: 7.7; esBAF inh: -12.5; RAD52 anneal inh: 63.1*; Xi reactivation: -0.4

Results for CCOc1ccc(N(CC(=O)NC2CCCC2)S(=O)(=O)c2c(C)[nH]c(=O)[nH]c2=O)cc1 ?
RAD54 inh: -10.3; CFTR F508del cor: 3.4; ARNT-TACC3 inh: 5.5; esBAF inh: -10.1; ERAP1 inh: -7.8; RAD52 anneal inh: -0.5; Xi reactivation: -0.1

Results for Cc1cc(Cl)c(C(=O)Nc2cccc(C(F)(F)F)c2)c(C)n1 ?
RAD54 inh: -0.5; CFTR F508del cor: -2.1; GSIS activator: 0.2; ARNT-TACC3 inh: -6.7; esBAF inh: 2.4; ERAP1 inh: -2.8; RAD52 anneal inh: -9.1; Xi reactivation: 0.3

How did CC1(C)Cc2c(cnn2-c2cccc(F)c2)C(NC(=O)C2CCOCC2)C1 (stereo unspecified) do in these assays?
RAD54 inh: 0.4; CFTR F508del cor: 2.0; GSIS activator: -9.7; ARNT-TACC3 inh: -6.2; esBAF inh: 1.4; ERAP1 inh: 0.0; RAD52 anneal inh: 1.6; Xi reactivation: 0.1

Results for CNC[C@@H]1Oc2ncc(C#CC3CCCCC3)cc2C(=O)N([C@H](C)CO)C[C@@H]1C ?
RAD54 inh: 9.3; CFTR F508del cor: 1.6; GSIS activator: 36.2; esBAF inh: -4.3; RAD52 anneal inh: 5.8; Xi reactivation: -0.7

What do the screens show for `O=C1C=C(c2ccc(CO)cc2)C[C@@H](c2ccc3c(c2)OCO3)C1`?
RAD54 inh: -1.3; CFTR F508del cor: -2.5; GSIS activator: 20.3; ARNT-TACC3 inh: 2.0; esBAF inh: 7.2; RAD52 anneal inh: -49.6; Xi reactivation: 0.3

How did COc1cccc(C(=O)Nc2ccc3c(c2)C(=O)N(C)[C@@H]2CC[C@@H](CC(=O)N[C@@H](C)c4ccccc4)O[C@H]2CO3)c1 do in these assays?
RAD54 inh: -1.7; CFTR F508del cor: -1.1; GSIS activator: -12.1; ARNT-TACC3 inh: 0.9; esBAF inh: -3.6; ERAP1 inh: -3.7; RAD52 anneal inh: -1.1; Xi reactivation: 0.0

What do the screens show for `Cc1ccc2c(c1)N(C(=O)CCC(=O)NC1CCC(C)CC1)CCO2` (stereo unspecified)?
RAD54 inh: 0.4; CFTR F508del cor: -0.9; GSIS activator: -33.5; esBAF inh: 2.3; ERAP1 inh: 2.0; RAD52 anneal inh: -3.8; Xi reactivation: -0.1

Results for C[C@@H]1CCCCO[C@@H](CN(C)C(=O)Nc2ccccc2)[C@@H](C)CN([C@H](C)CO)C(=O)c2cc(NC(=O)Cc3ccccc3)ccc2O1 ?
RAD54 inh: -25.3; CFTR F508del cor: -2.4; GSIS activator: 12.0; ARNT-TACC3 inh: -4.5; esBAF inh: -1.4; ERAP1 inh: 1.5; RAD52 anneal inh: -23.6; Xi reactivation: 0.0

How did Nc1nc2ccccc2n1S(=O)(=O)c1ccc(Cl)cc1 do in these assays?
RAD54 inh: 2.0; CFTR F508del cor: 1.2; GSIS activator: -0.4; esBAF inh: -4.0; ERAP1 inh: -1.6; RAD52 anneal inh: -7.0; Xi reactivation: -0.2

How did COc1ccc(C(=O)OCC(=O)NCCc2ccc(F)cc2)cc1S(=O)(=O)N1CCOCC1 do in these assays?
RAD54 inh: -5.9; CFTR F508del cor: -1.8; GSIS activator: 2.2; ARNT-TACC3 inh: -5.0; esBAF inh: -2.7; ERAP1 inh: 2.7; RAD52 anneal inh: -13.3; Xi reactivation: 0.0

Results for COC(=O)CCCCCCC(=O)Nc1ccc(NC(=O)CCCC[P+](c2ccccc2)(c2ccccc2)c2ccccc2)cc1 ?
RAD54 inh: 0.3; CFTR F508del cor: -0.3; ARNT-TACC3 inh: -19.3; ERAP1 inh: -2.5; RAD52 anneal inh: 30.8

Results for CCCN1CN=C(Nc2nc3ccccc3o2)NC1 ?
RAD54 inh: -8.2; CFTR F508del cor: -2.3; GSIS activator: -11.1; ARNT-TACC3 inh: -3.5; ERAP1 inh: 2.4; RAD52 anneal inh: -13.1; Xi reactivation: 0.2

Results for CC(C)NC(=O)c1cc(=O)n(C)c(=O)n1C ?
CFTR F508del cor: 0.9; GSIS activator: 22.1; ARNT-TACC3 inh: -8.2; ERAP1 inh: -1.3; RAD52 anneal inh: -20.2

How did O=C(NC(=S)NNC(=O)c1ccccc1O)c1ccco1 do in these assays?
RAD54 inh: -6.0; GSIS activator: -13.2; ARNT-TACC3 inh: -3.1; ERAP1 inh: -0.4; RAD52 anneal inh: -2.7; Xi reactivation: 0.0

What do the screens show for `CCOC(Cn1ccc(=O)[nH]c1=O)OCC`?
RAD54 inh: -15.3; CFTR F508del cor: -0.1; GSIS activator: 0.4; ARNT-TACC3 inh: -7.6; esBAF inh: -2.6; RAD52 anneal inh: -7.0; Xi reactivation: -0.3

What do the screens show for `O=C(COC(=O)/C=C/c1ccc(OC(F)F)cc1)Nc1ccc2[nH]c(=O)[nH]c2c1`?
RAD54 inh: 1.1; CFTR F508del cor: -2.5; ARNT-TACC3 inh: -4.8; ERAP1 inh: -1.3; RAD52 anneal inh: 2.1; Xi reactivation: 0.0

Results for Cc1ccc(C(=O)OCC(=O)Nc2nc(-c3ccccc3)cs2)cc1NC(=O)c1ccco1 ?
RAD54 inh: 3.7; CFTR F508del cor: -0.2; GSIS activator: 5.0; ARNT-TACC3 inh: 2.3; esBAF inh: 34.2; ERAP1 inh: -1.9; RAD52 anneal inh: -1.9; Xi reactivation: 0.0

What do the screens show for `Nn1c(SCc2ccc([N+](=O)[O-])cc2)nc2ccccc2c1=O`?
RAD54 inh: 10.1; CFTR F508del cor: 2.1; GSIS activator: -7.1; ARNT-TACC3 inh: -2.6; esBAF inh: 1.4; ERAP1 inh: -0.1; RAD52 anneal inh: -11.6; Xi reactivation: -0.1

What do the screens show for `C[C@H]1CN([C@@H](C)CO)C(=O)c2cc(NC(=O)C3CCCCC3)ccc2O[C@H]1CN(C)CC1CC1`?
RAD54 inh: 12.6; CFTR F508del cor: -1.6; GSIS activator: 7.3; ARNT-TACC3 inh: -11.3; esBAF inh: 0.0; ERAP1 inh: 1.9; RAD52 anneal inh: 4.1; Xi reactivation: -0.9

Results for O=C(Nc1ccc([N+](=O)[O-])cc1)c1ccc(Cn2cc([N+](=O)[O-])cn2)cc1 ?
CFTR F508del cor: 3.6; GSIS activator: 14.6; ARNT-TACC3 inh: -8.2; ERAP1 inh: 12.5; RAD52 anneal inh: -14.3; Xi reactivation: 0.0

How did COc1cccc(CNC(=O)C[C@H]2C=C[C@H](NC(=O)C3CCOCC3)[C@@H](CO)O2)c1 do in these assays?
RAD54 inh: -10.3; CFTR F508del cor: 1.3; GSIS activator: -2.6; ARNT-TACC3 inh: -5.4; esBAF inh: -1.3; ERAP1 inh: -1.1; RAD52 anneal inh: 2.6; Xi reactivation: -0.1

Results for CN1CCN(C(=O)C[C@H]2C[C@H]3c4cc(NS(=O)(=O)c5ccc(F)cc5)ccc4O[C@H]3[C@H](CO)O2)CC1 ?
RAD54 inh: 7.8; CFTR F508del cor: -3.5; GSIS activator: 8.4; ARNT-TACC3 inh: -6.6; esBAF inh: 2.8; Xi reactivation: -0.1

Results for O=C(NCc1ccccc1)C1=C[C@H](c2ccc(C(F)(F)F)cc2)C[C@H](OCc2ccc(CO)cc2)O1 ?
RAD54 inh: -2.3; CFTR F508del cor: 2.3&-0.5; GSIS activator: -18.6; ARNT-TACC3 inh: -4.2; esBAF inh: 10.7; ERAP1 inh: -0.9&2.9; RAD52 anneal inh: -57.9&0.8; Xi reactivation: 0.0

Results for CCOC(=O)C1(CCc2ccccc2)CCN(C(=O)CCc2cnccn2)CC1 ?
RAD54 inh: 3.4; CFTR F508del cor: 0.5; GSIS activator: 3.5; esBAF inh: 6.0; ERAP1 inh: 26.4; RAD52 anneal inh: -8.1; Xi reactivation: 0.0

Results for O=C1CN(C(=O)CSc2nc(-c3ccc(Cl)cc3)cs2)c2ccccc2N1 ?
RAD54 inh: 1.9; GSIS activator: -30.4; ARNT-TACC3 inh: 7.7; esBAF inh: -4.6; ERAP1 inh: 2.3; RAD52 anneal inh: -31.6; Xi reactivation: 0.0

Results for CN(CC(=O)Nc1cccc(F)c1)C(=O)c1csc2c1CCCC2 ?
RAD54 inh: -8.8; CFTR F508del cor: 1.0; GSIS activator: -14.8; ARNT-TACC3 inh: -8.7; esBAF inh: -0.8; ERAP1 inh: 1.6; RAD52 anneal inh: -11.5; Xi reactivation: 0.0

How did COc1cccc2c(=O)n(CC(=O)N3CCCCCC3)ccc12 do in these assays?
RAD54 inh: -1.7; CFTR F508del cor: -5.4; GSIS activator: -10.7; ARNT-TACC3 inh: 1.1; esBAF inh: 3.4; ERAP1 inh: 2.2; RAD52 anneal inh: -10.8; Xi reactivation: -0.1
